Compound activity from PubChem.
AmpC no deterg – AmpC beta-lactamase inhibition without detergent; AID 485341; hit rate 0.52% among 330,000; AmpC nitrocefin hydrolysis, absorbance 480 nm, 0.0001% Triton; Potency, µM (titrated, usually from 57.1 µM), for the others: at the top dose activity change, negative = inhibition, usual class: inhibitors; P00811;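 note: potency is the fitted concentration of half-maximal effect; plate controls were no compound for no effect and no enzyme for full effect; nearly all actives have a fitted effect of over 20% in size; some results filed as inactive show a strong effect at the top dose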
Target sequence (P00811 whole entry, looked up): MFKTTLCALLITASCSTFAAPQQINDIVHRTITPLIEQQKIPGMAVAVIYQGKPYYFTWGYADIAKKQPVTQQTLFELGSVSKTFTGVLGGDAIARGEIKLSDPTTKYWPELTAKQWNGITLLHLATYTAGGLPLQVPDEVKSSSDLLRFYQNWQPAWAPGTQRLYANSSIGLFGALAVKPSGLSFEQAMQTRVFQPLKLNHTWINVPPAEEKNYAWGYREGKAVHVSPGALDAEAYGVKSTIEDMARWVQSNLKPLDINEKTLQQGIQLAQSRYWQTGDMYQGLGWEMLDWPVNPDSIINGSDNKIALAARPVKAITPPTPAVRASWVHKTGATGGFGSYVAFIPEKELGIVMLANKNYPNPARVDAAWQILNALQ
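20 mM phosphate pH 7.0 + 0.01% (detergent screen) or 0.0001% Triton X-100; 5.3 nM AmpC reagent; cpd preinc 15 min RT; nitrocefin (800 uM stock) to start; A480 q20 s × 4 min; Activity was normalised to no-enzyme and no-compound control wells.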
Giardia FBPA inh – Giardia lamblia aldolase inhibition. A8B2U2. purified Giardia FBPA. Potency, µM (doses to about 59.6 µM), for the others: at the top dose activity, negative = inhibition, most hits filed as inhibitors. hit rate 0.71% among 290,000. AID 2451; note: potency is the fitted concentration of half-maximal effect; nearly all actives have a fitted effect of over 55% in size
Target sequence (A8B2U2 whole entry, looked up): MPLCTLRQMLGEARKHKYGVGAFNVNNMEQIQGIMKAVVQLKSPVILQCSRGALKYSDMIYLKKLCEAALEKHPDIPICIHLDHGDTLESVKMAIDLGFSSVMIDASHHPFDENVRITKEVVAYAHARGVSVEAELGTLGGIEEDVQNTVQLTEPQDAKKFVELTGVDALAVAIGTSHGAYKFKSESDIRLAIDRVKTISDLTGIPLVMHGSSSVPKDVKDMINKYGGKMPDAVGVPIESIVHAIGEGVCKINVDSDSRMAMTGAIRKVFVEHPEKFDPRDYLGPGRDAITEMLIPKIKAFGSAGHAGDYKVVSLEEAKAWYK
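Giardia FBPA (40 nM reagent) was preincubated 10 min at RT with compound (up to 57.5 uM final), then substrate plus GAPDH/TPI/NAD/arsenate coupling system with diaphorase/resazurin was added; resorufin fluorescence (525/598 nm) was read after 20 min.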
Sm TGR inh – inhibitors of Schistosoma mansoni thioredoxin glutathione reductase | purified TGR, DTNB reduction, TNB absorbance 405 nm | Q962Y6 | Potency, µM (top dose mostly 114 µM), without a hit: at the highest dose activity change, negative = inhibition, usual class: inhibitors | hit rate 3% among 360,000; note: potency is the fitted concentration of half-maximal effect; nearly all actives have a fitted effect of over 60% in size
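First, TGR (20 nM dispensed) and NADPH were mixed with compound. Second, a 15 min room-temperature incubation followed. Third, further NADPH and then DTNB were added to start the reaction. Finally, TNB absorbance was monitored kinetically.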
HCMV inh – human cytomegalovirus inhibition; HFF cells, HCMV-luciferase reporter, 72 h; stronger effect = lower value; activity change, negative = inhibition, % at 57.5 µM; hit rate 4.5% among 410,000; in the data active = activity change below about -60%; inconclusive = no clear call, values can overlap the other calls; inactive = above about -39%
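Two-dose cell screen: HFF monolayers treated with compounds and infected with luciferase-expressing HCMV at 1 PFU/cell, 72 h at 37C, then lysed for luciferase measurement.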
HCV inh – blocks hepatitis C virus; Huh7.5.1 HCVcc-Cre infection, luciferase reporter, 44 h; Potency, µM (doses to about 41.8 µM), without a hit: at the top dose activity change, negative = inhibition, most hits filed as inhibitors; hit rate 3.4% among 340,000; note: potency is the fitted concentration of half-maximal effect
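Antiviral activity was scored by luciferase reporter output from cells infected with HCVcc-Cre (~0.5 moi) in presence of compound, 44 h infection period, cells seeded 1,000/well 4 h prior.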
AmpC inh detg – AmpC beta-lactamase inhibition with detergent present; Potency, µM (series often up to 114 µM), without a hit: top-dose activity change, negative = inhibition, most hits filed as inhibitors; hit rate 0.041% among 370,000; AmpC hydrolysis of nitrocefin, absorbance 480 nm, 0.01% Triton; P00811; AID 485294;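 note: potency is the fitted concentration of half-maximal effect; 0% = no-compound wells and -100% = no-enzyme wells; nearly all actives have a fitted effect of over 25% in size; some results filed as inactive show a strong effect at the top dose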
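20 mM phosphate pH 7.0 + 0.01% (detergent screen) or 0.0001% Triton X-100; 5.3 nM AmpC reagent; cpd preinc 15 min RT; nitrocefin (800 uM stock) to start; A480 q20 s × 4 min; Activity was normalised to no-enzyme and no-compound control wells.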
Numbers without * were called inactive; ? = inconclusive; . = not tested or not shown; [ ] = remark or other dose. Unless noted, calls come from the whole dose curve; as a rule, active = well fitted curve in the direction sought with a large enough effect; inconclusive = small, poorly fitted or top-dose-only effect, or another doubt; inactive = no such curve, though single readings can be large; an effect the other way counts as inactive or inconclusive. Unless noted, % is set by controls: 0 for no effect and ±100 for the full control effect.

SMILES | AmpC no deterg | Giardia FBPA inh | Sm TGR inh | HCMV inh | HCV inh | AmpC inh detg
COc1ccc(NC(=O)CSc2cn[nH]n2)c(OC)c1 | 18% | -4% | -2% | 27 | 1% | 3%
Cc1ccc(Nc2nnc(SCC(=O)NC3CCCc4ccccc43)s2)cc1 (stereo unspecified) | -28% | -3% | -12% | -17 | ? | -6%
CS(=O)(=O)N1CCN(c2ccc(NC(=O)c3ccc([N+](=O)[O-])o3)cc2)CC1 | -28% | 0% | -27% | -101* | ? | -1%
CCOC(=O)c1c(C)[nH]c(C(=O)OCC(=O)NCc2ccc(OC)c(OC)c2)c1C | 43% | . | -6% | -17 | 10µM* | -22%
CCn1c(SCc2nc(N)nc(N3CCCCC3)n2)nc2c1c(=O)n(C)c(=O)n2C | -19% | -1% | 0% | -18 | ? | -16%
Cc1cc(NC(=O)COc2ccccc2C)ccc1NC(=O)c1cccs1 | -55% | -1% | -5% | -34 | ? | 0%
Cc1ccccc1NC(=O)CSc1ccc(-c2ccco2)nn1 | -44% | -3% | -13% | -35 | 11% | 1%
O=C(N/N=C/c1ccc(O)cc1)Nc1cccc2nsnc12 | -43% | -15% | 37%[activator] | -27 | ? | 7%
COc1cc(NC(=O)CCn2nc(C)c(S(=O)(=O)N3CCCCC3)c2C)cc(OC)c1OC | . | . | -8% | 23 | . | 9%
COCCCNC(=O)c1c(N)n(Cc2ccco2)c2nc3ccccc3nc12 | 91%[activator] | ? | 4µM* | 19 | -16% | -1%
COc1cc([C@H]2Oc3c(OC)cc(CCCO[C@@H]4O[C@H](CO)[C@@H](O)[C@H](O)[C@H]4O)cc3[C@@H]2CO)ccc1O | -6% | . | -18% | 18 | 2% | -12%
CCOC(=O)Cn1c(=S)[nH]c2c(oc3ccc(Cl)cc32)c1=O | -15% | -6% | -1% | 60 | 12% | -2%
COc1ccccc1C(=O)NC(=S)N1CCCc2ccccc21 | -17% | ? | -5% | -27 | -26% | -1%
CC1CCCCC1NC(=O)COC(=O)COc1ccccc1Cl (stereo unspecified) | 13% | -3% | 10% | -16 | 15% | -11%
O=C(CC1S/C(=N/N=C/c2cccnc2)NC1=O)Nc1ccccc1 (stereo unspecified) | -37% | -4% | 2% | -1 | 28% | 0%
COc1ccc(Cl)cc1NC(=O)C1CC(=O)N(C2CCCCC2)C1 (stereo unspecified) | 106%[activator] | -5% | -12% | 25 | ? | -16%
COC(=O)[C@@]12CCCCN1[C@H](c1ccc(SC3CCCCC3)c(OC)c1)[C@@H]1C(=O)N(C)C(=O)[C@@H]12 | 222%[activator] | . | -21% | -8 | -5% | 1%
COc1ccc(-c2csc(NC(=O)Nc3ccccc3)n2)cc1 | -24% | 1% | -11% | ? | ? | -15%
CN(C)C(=O)c1cn(-c2ccc(Cl)cc2)c(=O)c2ccccc12 | 11% | 2% | 6% | -9 | -1% | 1%
CCC(=O)N1c2ccc(S(=O)(=O)NCCc3ccc(OC)c(OC)c3)cc2CC1C (stereo unspecified) | 49% | . | -8% | 25 | -14% | -7%

Some of the entries above, set out differently:
| mol | AmpC no deterg | Giardia FBPA inh | Sm TGR inh | HCMV inh | HCV inh | AmpC inh detg |
| --- | --- | --- | --- | --- | --- | --- |
| O=C(N/N=C/c1ccc(O)cc1)Nc1cccc2nsnc12 | -43% | -15% | 37%[activator] | -27 | ? | 7% |
| COc1cc(NC(=O)CCn2nc(C)c(S(=O)(=O)N3CCCCC3)c2C)cc(OC)c1OC | . | . | -8% | 23 | . | 9% |
| COCCCNC(=O)c1c(N)n(Cc2ccco2)c2nc3ccccc3nc12 | 91%[activator] | ? | 4µM* | 19 | -16% | -1% |

(list continues)
SMILES | AmpC no deterg | Giardia FBPA inh | Sm TGR inh | HCMV inh | HCV inh | AmpC inh detg
Cc1cc(NC2CCCCC2)nc(-c2ccccc2O)n1 | -22% | -26% | 8% | -10 | ? | 2%
CN1CCN(C(=O)c2cnn3c(C(F)(F)F)cc(-c4cccs4)nc23)CC1 | -16% | 5% | 4% | 2 | 20% | ?
Nc1nnc(Cc2ccc(Cl)cc2)s1 | -18% | 0% | -6% | 38 | 8% | 0%
Cc1cc(NC(=O)CSc2nnnn2-c2ccc(F)cc2)no1 | -17% | 3% | 8% | 48 | 16% | -2%
CC(=O)N1N=C(c2ccco2)CC1c1cccs1 (stereo unspecified) | -12% | -5% | 45µM* | 24 | 5% | 1%
Cc1c(C(=O)NCCCN2CCOCC2)sc2nc(-c3ccccc3)cn12 | 30% | -5% | 1% | 86 | ? | ?
Cc1c(N(C(=O)CNC(=O)c2ccccc2)C2(C(=O)NC3CCCC3)CCCCC2)c(=O)n(-c2ccccc2)n1C | 50% | 4% | 1% | -1 | 13% | -2%
O=C(Nc1ccc(Cl)cc1)Nc1cccc(C(=O)O)c1 | -16% | 10% | 0% | 16 | 19% | 3%
CCOC(=O)N1CCN(C(=O)/C(=C/c2cccs2)NC(=O)c2ccc(OC)c(OC)c2)CC1 | 80%[activator] | . | -12% | ? | 19% | 1%
COc1ccccc1CC(=O)OCC(=O)N1CCN(c2ccc(F)cc2)CC1 | 25% | . | . | -18 | -1% | .
COc1ccc(NS(=O)(=O)c2ccc(NC(=O)c3cnn4c(C(F)F)cc(-c5ccc(C)cc5)nc34)cc2)cc1 | -13% | 3% | -17% | . | . | -9%
COc1ccc(C(=O)Nc2nnc(Cc3ccccc3)s2)c(OC)c1 | 11% | -8% | 3% | -18 | -13% | ?
C/C(=N\NC(=O)c1cccnc1)c1ccc(-c2ccccc2)cc1 | -15% | -8% | 7% | 88 | 19% | -5%
Cc1ccnc(NS(=O)(=O)c2ccc(NC(=O)c3cc(-c4ccccc4)nc4ccccc34)cc2)n1 | -18% | -25% | 0% | -11 | 36%[activator] | 0%
CNC(=O)C1=NCCCc2cc(OC)c(OC)cc21 | -38% | 3% | 8% | 14 | -16% | -5%
COc1cccc(C2CC(=O)Nc3c2c(=O)nc2c(C)cccn32)c1OC (stereo unspecified) | . | . | 2% | 23 | . | 11%
Cc1c(Cl)cccc1NC(=O)c1cnc2sc(N3CCCC3)nn2c1=O | . | . | 34% | -23 | . | 16%
O=C(C1CCC(=O)N(C2CC2)C1)N1CCN(c2ccc(Cl)cc2)CC1 (stereo unspecified) | -21% | . | -23% | -9 | -5% | 5%
CCOc1cccc(OCCCCn2ccnc2)c1 | -11% | -16% | -1% | -8 | ? | -8%
O=C(CC1C(=O)NC2CCCCC2N1C(=O)c1ccc(F)cc1)Nc1ccccc1 (stereo unspecified) | -8% | 3% | -6% | -36 | 8% | -1%

Profiles, quoted from the list.
Profile of `Cc1cc(NC2CCCCC2)nc(-c2ccccc2O)n1` : AmpC no deterg: -22%; Giardia FBPA inh: -26%; Sm TGR inh: 8%; HCMV inh: -10; HCV inh: ?; AmpC inh detg: 2%
Profile of `Cc1cc(NC(=O)CSc2nnnn2-c2ccc(F)cc2)no1` : AmpC no deterg: -17%; Giardia FBPA inh: 3%; Sm TGR inh: 8%; HCMV inh: 48; HCV inh: 16%; AmpC inh detg: -2%

The list continues.
SMILES | AmpC no deterg | Giardia FBPA inh | Sm TGR inh | HCMV inh | HCV inh | AmpC inh detg
Cc1ccc(C)c2[nH]c(=O)c(CN(CCN3CCCC3)C(=O)Nc3ccc(F)cc3)cc12 | 97%[activator] | -20% | 0% | -3 | ? | -14%
COC(=O)c1ccc(NC(=O)Cn2cnc3c(nnn3-c3cccc(OC)c3)c2=O)cc1 | -25% | 5% | -2% | 7 | -2% | 5%
CCC(CC)NC(=O)COC(=O)c1ccc(NS(=O)(=O)c2ccc3c(c2)OCCO3)cc1 | -6% | 24% | -10% | 50 | 7% | 1%
O=C(NCCS(=O)(=O)N1CCC2(CC1)OCCO2)c1ccc(F)cc1 | -19% | . | -20% | -3 | 7% | -12%
COc1ccc(C2NC(=O)c3ccccc3O2)cc1 (stereo unspecified) | -17% | 3% | 5% | 10 | 3% | 1%
Cc1cc(C2CCCCC2)n(O)c(=O)c1 | 1% | 15% | -4% | -78* | ? | 6%
CCOc1ccc2oc(C(=O)Nc3ccc(N4CCOCC4)cc3)c(C)c2c1 | . | 4% | -1% | -25 | ? | 5%
O=C(CCCNC(=O)c1ccc(Cl)cc1)Nc1ccc(F)c(S(=O)(=O)N2CCOCC2)c1 | 37% | . | 6% | -10 | -8% | 3%
CC(C)c1ccc(S(=O)(=O)N2CCC(N3CCN(Cc4ccccc4)C(=O)C3=O)CC2)cc1 | . | . | 2% | 7 | . | -5%
Nc1ccc2oc(=O)c(-c3ccccc3)cc2c1 | -24% | 2% | -2% | -18 | -9% | -13%
CCOC(=O)CC(NC(=O)c1ccco1)c1ccc(OC)cc1 (stereo unspecified) | -3% | 0% | 9% | -15 | -10% | -12%
O=C(NCc1ccccc1F)C1CCN(S(=O)(=O)c2ccccc2)CC1 | -2% | 8% | -13% | -19 | -11% | -11%
O=C(c1cc2ccccc2oc1=O)N(Cc1ccccc1)C1CCS(=O)(=O)C1 (stereo unspecified) | 7% | 4% | 9% | 27 | 9% | 2%
CC(=O)N1CCCc2cc(S(=O)(=O)NC(C(=O)NC(C)c3ccccc3)C(C)C)ccc21 (stereo unspecified) | 6% | -2% | 5% | 26 | ? | -9%
Cc1ccc(C)c(C(=O)COC(=O)c2ccc(C)c(S(=O)(=O)N3CCOCC3)c2)c1 | 38% | . | -7% | -4 | ? | 0%
O=C(N/N=C/C1C(c2ccccc2)C1(Cl)Cl)c1cccc(Cl)c1 (stereo unspecified) | -32% | -8% | 0% | -23 | -22% | ?
CCOCCOC(=O)CCSc1n[nH]c(=O)[nH]c1=O | -8% | -3% | 27% | -21 | 6% | ?
C=CCC(NC(=O)c1ccc(C#N)cc1)C(=O)NCCC (stereo unspecified) | -9% | . | -1% | 9 | 31%[activator] | -2%
Cn1c(CS(=O)Cc2c(Cl)cccc2Cl)nnc1SCc1ccc(Cl)cc1 (stereo unspecified) | 60%[activator] | -1% | -7% | -12 | -18% | 3%
Nc1cc(=O)[nH]c(SCC(=O)N2CCc3ccccc3C2)n1 | -31% | 4% | 4% | 8 | 5% | -7%
O=C(c1ccc(Br)cc1)N(c1ccccn1)C1CCCCC1 | -10% | -2% | -1% | -19 | -4% | -8%
COC/C=C/C1=CC2=CC(=O)C(C)(OC(=O)C3CCCC3)C(=O)C2=CO1 (stereo unspecified) | -11% | ? | 3.5µM* | -9 | -9% | -1%
O=C(CCn1[nH]c(=O)c2ccccc2c1=O)OC1CCCCC1 | -10% | -3% | -3% | -20 | 33%[activator] | -9%
CCOC(=O)c1c(C)[nH]c(C)c1C(=O)COC(=O)c1cc(OC)c(OC)cc1OC | 34% | 1% | 3% | -25 | -22% | 1%
Cc1cccc(NC(=O)Nc2cccc(F)c2)n1 | -24% | 8% | 5% | 53 | -3% | 4%
CN1c2ccccc2-c2nc3ccccc3n2C1c1cccs1 (stereo unspecified) | -37% | -10% | 1% | -35 | ? | 1%
COc1ccc(CCNC(=O)COC(=O)c2cccs2)cc1OC | -7% | 0% | 17% | 21 | -1% | 3%
C=CCNC(=O)c1ccncc1 | -24% | 25% | -25% | 21 | 21% | ?
CN(Cc1ccccc1)C(=O)COc1ccc(Br)cc1Cl | -3% | -4% | -6% | -35 | -23% | 7%
